mec2-1 = NCI yeast anticancer drug screen, S. cerevisiae mec2-1 strain; AID 157, 2004; hit rate 9% among 79,000; % growth inhibition at 50 µM;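 also: 0% = growth of vehicle-only cultures of the same strain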
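Compounds were applied to mec2-1 yeast cells. Their growth was then compared with that of vehicle-treated cultures to give growth inhibition.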
yeast sgs1 mgt1 = NCI yeast anticancer drug screen, S. cerevisiae sgs1 mgt1 strain | % growth inhibition at 50 µM | hit rate 10% among 78,000 | AID 161, 2004;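 also: 0% = growth of vehicle-only cultures of the same strain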
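Percent growth inhibition was derived by comparing compound-exposed mutant yeast with vehicle-exposed cultures. The strain carries alterations in DNA damage repair.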
yeast rad50 = NCI yeast anticancer drug screen, S. cerevisiae rad50 strain; % growth inhibition at 50 µM; hit rate 10% among 79,000;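 also: 0% = growth of vehicle-only cultures of the same strain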
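Cells are treated with compound, grown, and their growth is then scored against vehicle-only cultures of the same repair-deficient yeast strain.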
cln2 rad14 = NCI yeast anticancer drug screen, S. cerevisiae cln2 rad14 strain; growth inhibition, % at 50 µM; AID 165, 2004; hit rate 8.3% among 78,000;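 also: 0% = growth of vehicle-only cultures of the same strain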
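Each compound was tested on cln2 rad14 yeast. Inhibition of growth was calculated against vehicle-exposed controls.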
bub3 = NCI yeast anticancer drug screen, S. cerevisiae bub3 mutant strain. growth inhibition, % at 50 µM. hit rate 9.9% among 78,000. AID 167, 2004;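 also: 0% = growth of vehicle-only cultures of the same strain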
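Part of a panel of yeast mutants defective in DNA damage repair or cell cycle regulation. Each strain is grown with compound, and inhibition is calculated relative to solvent-treated cultures.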
mlh1 rad18 = NCI yeast anticancer drug screen, S. cerevisiae mlh1 rad18 strain | % growth inhibition at 50 µM | hit rate 11% among 79,000 | AID 175, 2004;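 also: 0% = growth of vehicle-only cultures of the same strain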
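In this whole-cell yeast screen, a strain with altered DNA damage repair is challenged with compound, and its growth is measured against matched vehicle-treated controls.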
Starred values were filed as active, the others as inactive; & = joins results of further samples. Rule as the data show it: active = growth inhibition above about 70%; inactive = the rest.

SMILES	mec2-1	yeast sgs1 mgt1	yeast rad50	cln2 rad14	bub3	mlh1 rad18
CNc1ncnc2c1ncn2C1CCCO1 (centres undefined)	-13	-25	-14	-43	-9	4
CC1CCOC2(CCCCC2)O1 (centres undefined)	-7	-9	-13	-33	-3	16
COc1ccc(/C(C#N)=C/c2ccncc2)cc1OC	-13	-10	-1	-3	2	10
CCOC(=O)c1nc(SC)sc1NC(=O)c1ccccc1[N+](=O)[O-]	-5	-9	21	12	3	-3
COc1ccc(/C=C2/C(=O)N(c3ccccc3)N=C2C)c(OC)c1	4	10	21	2	4	11
CNCC1OC(OC)C2OC(C)(C)OC12 (centres undefined)	5	8	-5	-26	-21	5
O=S(=O)(Nc1cccc(C2=NCCN2)c1)c1ccc(Oc2ccc(S(=O)(=O)Nc3cccc(C4=NCCN4)c3)cc2)cc1	-11	-16	-6	-23	-14	-6
Cc1c(-c2ccccc2)[nH]n(C2=NCCN2)c1=O	7	-31	11	-6	-16	-25
Cc1cc2c(c(C#N)c1C)NC(=O)C(CC(=O)O)C2=O (centres undefined)	50	64	63	59	56	65
COC(=O)/C=C(\C(=O)OC)c1c[nH]c2cccc(C)c12	-9	13	17	8	33	19
N#Cc1c(-c2ccccc2)cn2c1[nH]c(=O)c1ccccc12	-7	11	4	5	-18	1
COc1ccc(CN(C)c2c(C)ccc3ccccc23)cc1	-3	23	5	-15	80*	13
C(=C\c1ccccc1)/C=N/N=C/C=C/c1ccccc1	-30	-11	-6	-37	4	-4
CCCC/C=C1\CCC(CN2CCCCC2)C1=O (centres undefined)	70	85*	89*	77*	67	88*
c1ccc(CCC2=Nc3ccccc3CO2)cc1	-6	12	8	13	-19	-8
N#CC1(C#N)OC1c1ccccc1Cl (centres undefined)	1	9	-5	-39	-14	2
Cc1cccc(C)c1NC(=O)C1CN(c2c(C)cccc2C)C(=O)/C1=N\O (centres undefined)	-2	3	-13	1	9	20
O=C(OCc1ccc(Cl)cc1Cl)OCc1ccc(Cl)cc1Cl	-1	-4	8	-32	19	37
CC(=N\[O-])/C(C)=N/O.CC(=N\[O-])/C(C)=N/O.CCCc1ccncc1.[Cl-].[Cl-].[Rh+3]	-34	-29	-9	14	-45	4
CCCCCCCCCCCCCCCOc1cc(OC)ccc1-c1nnc(SC)s1	-16	-24	-15	-3	-12	-6
COc1ccccc1NC(=O)C1=C(C)NC(C)=C(C(=O)Nc2ccccc2OC)C1c1cccc2c1OCO2	-12	-17	10	16	-12	10
COC(=O)C(Cl)(Cl)c1nc(NC(C)=O)[nH]c(=O)c1Cl	13	4	0	-20	-16	0
Nc1nc(=O)n(C2OC(CO)C(O)C2O)cc1F (centres undefined)	-10	4	11	-3	12	8
Cc1ccc(C2CC(c3ccc([N+](=O)[O-])cc3)=Nc3ccccc3S2)cc1 (centres undefined)	-2	15	6	15	20	9
CCCCCCCCCc1ccc(OCCOC(C)=O)cc1	-40	5	3	16	-3	-16
COC(=O)Cc1cc(Cl)c2cc(C)ccc2n1	6	-8	20	-42	-2	12
CCC(C)C(N)C(=O)NC(C(=O)O)C(C)C (centres undefined)	-14	0	-32	-42	0	0
CN(C)CCC(O)c1ccccc1 (centres undefined)	-1	2	7	-20	-6	-23
O=C(CC1C(=O)Nc2ccccc2S1=O)Nc1cc(Cl)ccc1Cl (centres undefined)	-24	3	-15	8	-5	-6
COc1ccc2c(c1OC)CC(C(=O)O)=C2C	-10	17	8	25	-8	-8
OCC(O)C(O)C(O)C(O)C(O)c1nc2ccccc2[nH]1 (centres undefined)	2&16&-48	-22&-6&-49	-22&12&-32	-39&6&-15	1&20&-39	5&2&-39
CC(C)(C)NC(=O)CCC(=O)O	-19	-16	-9	-18	-2	-7
Nc1ccc(CCc2ccc3ccccc3n2)cc1	-9	16	33	8	-16	34
Cn1c(=O)c2c(ncn2CN2CCN(Cn3cnc4c3c(=O)n(C)c(=O)n4C)CC2)n(C)c1=O	28	-7	3	16	-64	-30
c1cc[c]([Sn]([CH]2c3ccccc3-c3ccccc32)([CH]2c3ccccc3-c3ccccc32)[CH]2c3ccccc3-c3ccccc32)cc1	98*	96*	95*	95*	97*	96*
Cc1cc(C)c(NC(=S)NC(=O)C(C)Oc2ccccc2)c(C)c1 (centres undefined)	68	47	26	6	65	45
C#CCSc1nnnn1-c1ccc(Br)c(C)c1	1	34	15	22	33	7
Cc1nc(N)sc1C(=O)/C=C/c1ccc(/C=C/C(=O)c2sc(NC(=O)CCCCCCCCC(=O)Nc3nc(C)c(C(=O)/C=C/c4ccc(/C=C/C(=O)c5sc(N)nc5C)cc4)s3)nc2C)cc1	-7	-11	-5	1	8	-4
CSc1nc(Br)nc2ncn(C3CC(Oc4ccc(C)cc4)C(COc4ccc(C)cc4)O3)c12 (centres undefined)	2	12	17	1	-3	-5
Nc1nc2c(ncn2C2OC(CO)C(O)C2O)c(=O)o1 (centres undefined)	-5	10	-7	9	-3	0
CC1=CC(C)(C)Nc2ccc(OC(=O)/C=C(C)/C=C/C=C(C)/C=C/C3=C(C)CCCC3(C)C)cc21	-2	-23	-51	-4	-4	-15
CC(C)OC(=O)Nc1cccc(NC(=O)OCCCl)c1	-4	9	7	-10	-9	-7
COC(=O)c1nc(=S)[nH]c(C(=O)OC)c1C(=O)c1ccc(C)cc1	-7	6	-4	-14	11	21
Cc1cc2ccc(OC(=O)c3ccc(N=C(N)N)cc3)cc2oc1=O	4	-30	-9	-48	-25	14
C=C1C(=O)C23C(O)CC4C5(C)CCCC4(C(O)OC5)C2C(OC(C)=O)CC1C3O (centres undefined)	8	11	10	10	-7	1
CCN(CC)CCCC(C)Nc1ccnc2cc(Cl)ccc12 (centres undefined)	-25	-50	-5	20	-39	-57
CCC(C)N1COCC(COc2ccccc2C)OC1 (centres undefined)	-11	-11	-4	14	-14	17
COc1ccc(/C=C2/SC(=Nc3ccccc3)N(NC(=O)Cc3ccccc3)C2=O)cc1	-14	14	-23	-17	-27	-22
COC(CC[P+](c1ccccc1)(c1ccccc1)c1ccccc1)(C(=O)c1ccccc1)c1ccccc1 (centres undefined)	100*	100*	99*	99*	100*	99*
O=c1c2ccccc2[nH]c2cc(-n3nnc4ccccc4c3=O)ccc12	-10	8	8	-7	9	-1
Further results:
SMILES	mec2-1	yeast sgs1 mgt1	yeast rad50	cln2 rad14	bub3	mlh1 rad18
Cc1c(Cl)cc(Cl)c2c1C(=O)CC(C)O2 (centres undefined)	7	0	20	-17	-14	19
Oc1ccc(/C=N/N=C/c2ccc(O)c(O)c2)cc1O	-4	-26	-29	-9	-1	-65
CC(O[Si](C)(C)C(C)(C)C)[C@H](NC(=O)OCC(Cl)(Cl)Cl)C(=O)O (some centres undefined)	-28	-17	-10	26	-45	-15
C=CCn1c(=O)c2ccccc2[n+]2c(C)c(C(=O)OCC)sc12	-16	-3	-27	-14	2	-20
O=C1/C(=N\O)C2CCC1C2 (centres undefined)	1	0	-11	2	-9	1
COc1ccc(-c2nnc(-c3ccc(OC)cc3)o2)cc1	-3	16	20	0	1	-8
N#CC1=CNc2ccccc2N=C1N	-5	28	9	9	28	24
O=C1C[C@H]2CCCC[C@@H]2O1	4	26	2	39	-14	-6
C/C=C/c1nc2ccccc2[nH]1	-2	-3	-11	-2	-6	-1
COC(=O)/C(C#N)=C(\Nc1ccccc1)N1CCOCC1	-40	-20	-23	-23	2	-23

Copied from the list:
mec2-1 with `c1ccc(CCC2=Nc3ccccc3CO2)cc1` → -6
cln2 rad14 with `CCOC(=O)c1nc(SC)sc1NC(=O)c1ccccc1[N+](=O)[O-]` → 12

In another format: results already given.
Values run as follows: mec2-1, yeast sgs1 mgt1, yeast rad50, cln2 rad14, bub3, mlh1 rad18
- c1cc[c]([Sn]([CH]2c3ccccc3-c3ccccc32)([CH]2c3ccccc3-c3ccccc32)[CH]2c3ccccc3-c3ccccc32)cc1
→ 98*, 96*, 95*, 95*, 97*, 96*
- Cc1cc(C)c(NC(=S)NC(=O)C(C)Oc2ccccc2)c(C)c1 (centres undefined)
→ 68, 47, 26, 6, 65, 45
- C#CCSc1nnnn1-c1ccc(Br)c(C)c1
→ 1, 34, 15, 22, 33, 7
- Cc1nc(N)sc1C(=O)/C=C/c1ccc(/C=C/C(=O)c2sc(NC(=O)CCCCCCCCC(=O)Nc3nc(C)c(C(=O)/C=C/c4ccc(/C=C/C(=O)c5sc(N)nc5C)cc4)s3)nc2C)cc1
→ -7, -11, -5, 1, 8, -4
- CSc1nc(Br)nc2ncn(C3CC(Oc4ccc(C)cc4)C(COc4ccc(C)cc4)O3)c12 (centres undefined)
→ 2, 12, 17, 1, -3, -5
- Nc1nc2c(ncn2C2OC(CO)C(O)C2O)c(=O)o1 (centres undefined)
→ -5, 10, -7, 9, -3, 0
- CC1=CC(C)(C)Nc2ccc(OC(=O)/C=C(C)/C=C/C=C(C)/C=C/C3=C(C)CCCC3(C)C)cc21
→ -2, -23, -51, -4, -4, -15
- CC(C)OC(=O)Nc1cccc(NC(=O)OCCCl)c1
→ -4, 9, 7, -10, -9, -7
- COC(=O)c1nc(=S)[nH]c(C(=O)OC)c1C(=O)c1ccc(C)cc1
→ -7, 6, -4, -14, 11, 21
- Cc1cc2ccc(OC(=O)c3ccc(N=C(N)N)cc3)cc2oc1=O
→ 4, -30, -9, -48, -25, 14
- C=C1C(=O)C23C(O)CC4C5(C)CCCC4(C(O)OC5)C2C(OC(C)=O)CC1C3O (centres undefined)
→ 8, 11, 10, 10, -7, 1
- CCN(CC)CCCC(C)Nc1ccnc2cc(Cl)ccc12 (centres undefined)
→ -25, -50, -5, 20, -39, -57
- CCC(C)N1COCC(COc2ccccc2C)OC1 (centres undefined)
→ -11, -11, -4, 14, -14, 17
- COc1ccc(/C=C2/SC(=Nc3ccccc3)N(NC(=O)Cc3ccccc3)C2=O)cc1
→ -14, 14, -23, -17, -27, -22
- COC(CC[P+](c1ccccc1)(c1ccccc1)c1ccccc1)(C(=O)c1ccccc1)c1ccccc1 (centres undefined)
→ 100*, 100*, 99*, 99*, 100*, 99*
- O=c1c2ccccc2[nH]c2cc(-n3nnc4ccccc4c3=O)ccc12
→ -10, 8, 8, -7, 9, -1
- Cc1c(Cl)cc(Cl)c2c1C(=O)CC(C)O2 (centres undefined)
→ 7, 0, 20, -17, -14, 19
- Oc1ccc(/C=N/N=C/c2ccc(O)c(O)c2)cc1O
→ -4, -26, -29, -9, -1, -65
- CC(O[Si](C)(C)C(C)(C)C)[C@H](NC(=O)OCC(Cl)(Cl)Cl)C(=O)O (some centres undefined)
→ -28, -17, -10, 26, -45, -15
- C=CCn1c(=O)c2ccccc2[n+]2c(C)c(C(=O)OCC)sc12
→ -16, -3, -27, -14, 2, -20
- O=C1/C(=N\O)C2CCC1C2 (centres undefined)
→ 1, 0, -11, 2, -9, 1
- COc1ccc(-c2nnc(-c3ccc(OC)cc3)o2)cc1
→ -3, 16, 20, 0, 1, -8
- N#CC1=CNc2ccccc2N=C1N
→ -5, 28, 9, 9, 28, 24

Carrying on.
SMILES	mec2-1	yeast sgs1 mgt1	yeast rad50	cln2 rad14	bub3	mlh1 rad18
CCCCC/C(C)=N\NC(N)=O	23	19	12	13	11	6
O=C1NC(=S)S/C1=C/C=C/c1ccccc1	4	8	-21	16	-5	26
CC1CCCC1C(=Nc1ccc(Cl)c(Cl)c1)N1CCCCC1 (centres undefined)	-19	5	-1	12	21	5
COc1ccc(C(=O)C(c2ccc(OC)cc2)C2(O)C(=O)Nc3c(C)cc(Cl)cc32)cc1 (centres undefined)	89*	88*	-25	70	90*	39
Cc1ccc(-c2oc(-c3ccc(C)cc3)c3cc(C)c(C)cc23)cc1	14	-7	5	8	-9	-5
CC1N=NN(c2ccccc2)C1N1CCCCC1 (centres undefined)	26	-6	29	-5	-7	30
Clc1ccccc1/C=C(/c1ccccc1)c1ccccn1	12	23	38	-9	30	16
Cn1ccnc1Oc1ccc(Cl)cc1	58	32	81*	-55	38	89*
O=C1OC(C(Cl)(Cl)Cl)Nc2ccccc21 (centres undefined)	-20	9	14	16	19	13
NNC(=O)/C(=C/c1ccc(Cl)c(Cl)c1)NC(=O)c1ccccc1	-22	-6	-15	2	12	-2
OCCNCc1ccccn1	-11	6	2	-23	2	-7
Cc1occc1C(=S)Nc1ccc(Cl)c(C(=O)OC2CCCCC2)c1	6	6	36	18	14	35
O=C(O)c1cc(CCc2cc(O)ccc2O)ccc1O	-29	-52	-24	-15	-40	-23
O=C1Cc2ncccc2N1	3	-4	7	17	7	-1
O=c1[nH]cc(CO)c(=O)[nH]1	5	-2	0	6	12	-4
C/C(=C\C(=N\Nc1nc(C)cc(=O)[nH]1)c1ccccc1)c1ccccc1	-11	-9	12	3	7	-2
O=C(/C=C/c1cccc([N+](=O)[O-])c1)Nc1cccnc1	-1	39	8	-12	30	24

High-throughput results from PubChem.
